Assay outcomes from PubChem.
VEEV TC-83 Vero = inhibitors of VEEV TC-83 cytopathic effect, confirmation, Vero cells (AID 588727) | Vero cells, VEEV TC-83 cytopathic effect inhibition; higher % means a stronger effect | one-dose inhibition, % at 20 µM; IC50 in µM for titrated hits | 350,000 tested, 0.13% active; in the data active = a potency from the dose series; inconclusive = inhibition mostly from about 14% at the one dose, without a potency; inactive = the rest, 99 in 100 with inhibition below about 12%; note: strong numbers were not always called active
M. tuberculosis HTS = M. tuberculosis growth inhibition, HTS (AID 449762); M. tuberculosis H37Rv growth inhibition, 7H9 media; higher % means a stronger effect; 330,000 tested, 0.59% active; one-dose inhibition, % at 25 µM; IC50 in µM for titrated hits; in the data active = a potency from the dose series; inconclusive = inhibition above about 70% without an active follow-up result;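 note: bacterial growth assessed after seven days of incubation; strong numbers were not always called active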
M. tuberculosis = growth inhibition of non-replicating M. tuberculosis (AID 488890); Mycobacterium tuberculosis non-replicating, growth inhibition; higher % means a stronger effect; inhibition, % at 25 µM, or IC50 in µM where a hit was titrated; 320,000 tested, 0.39% active; in the data active = a potency from the dose series; inconclusive = inhibition mostly from about 82% at the one dose, without a potency; inactive = the rest, 99 in 100 with inhibition below about 76%;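 note: plate controls were DMSO cells for no effect and high antibiotic wells for full effect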
Salmonella PhoP GFP = PhoP regulon inhibitors, Salmonella typhi PhoP promoter GFP reporter, confirmatory (AID 1850). Salmonella Typhi PhoP-promoter GFP reporter, fluorescence, 4 h; higher % means a stronger effect. one-dose inhibition, % at 50 µM; IC50 in µM for titrated hits. 310,000 tested, 0.33% active; in the data active = a potency from the dose series; inconclusive = inhibition mostly from about 25% at the one dose, without a potency; inactive = the rest, 99 in 100 with inhibition below about 19%;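 note: 0% = induced wells with vehicle and 100% = uninduced wells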
H1N1 NS1A inhibition = NS1A inhibition, H1N1 influenza, cell based functional assay (AID 504329); inhibition, % at 12.5 µM; hits with a dose series show IC50 in µM; NS1A functional cell-based assay, percent inhibition; higher % means a stronger effect; 340,000 tested, 0.3% active; in the data active = a potency from the dose series; inconclusive = inhibition above about 27% without an active follow-up result; note: strong numbers were not always called active
VEEV TC-83 Vero 10K pilot screen = second read-out of VEEV TC-83 Vero, no call of its own (marks repeat the call); inhibition, %; measured here: 10K pilot screen inhibition
* = called active by the depositor; i = inactive; u = inconclusive; x = not tested or not shown.

SMILES	VEEV TC-83 Vero	M. tuberculosis HTS	M. tuberculosis	Salmonella PhoP GFP	H1N1 NS1A inhibition	others
CCN(C(=O)CSc1nc2cc(S(=O)(=O)N(CC)CC)ccc2o1)C1CCS(=O)(=O)C1 (stereo not given)	2.1%	-19%	-17%	-10%	-10%
COc1cc(OC)cc(C(=O)NC(C(=O)N2CCC2)C(C)C)c1 (stereo not given)	1.6%	2%	-3%	x	3%
CC(C)CCNC(=S)Nc1ccc([N+](=O)[O-])cc1	i	6%	u	-1%	5%
CC[C@]12C(=O)N(C)C[C@H]([C@@H]3C(=O)N(Cc4ccccc4)C(=O)[C@@H]31)N2C(=O)c1ccc(Br)cc1	0.5%	x	x	x	2%
Cc1cccc(Cc2cnc(NC(=O)CN3C(=O)/C(=C/c4ccccc4)SC3=S)s2)c1	i	-3%	-1%	-22%	3%	VEEV TC-83 Vero 10K pilot screen=0.0
O=C(C1CCN(S(=O)(=O)c2ccc(F)cc2)CC1)N1CCCC(C(F)(F)F)C1 (stereo not given)	4.3%	-3%	-19%	5%	-6%
CCOc1ccc(S(=O)(=O)N2CCOCC2)cc1NC(=O)c1ccc(N2CCCC2=O)cc1	9.5%	12%	10%	2%	-1%
Cc1[nH]c2ccccc2c1CCN(Cc1cccs1)C(=S)Nc1ccccc1	2.9%	-2%	19%	-13%	-3%
CCOC(=O)C1=C(C)NC(C)=C(C(=O)OCC)C1C(=O)OCC(=O)N1CCCCC1C (stereo not given)	0.6%	-11%	-1%	x	6%
C=CC[n+]1c(C)csc1Nc1ccc(C)cc1	2.9%	1%	9%	-3%	6%	VEEV TC-83 Vero 10K pilot screen=1.7
Cc1ccc(C)c(S(=O)(=O)N2CCC(c3nc4c(nnn4Cc4ccc5c(c4)OCCO5)c(=O)[nH]3)CC2)c1	4.3%	23µM*	36%	-10%	1%
O=C(N/N=C/c1ccccc1Cl)c1ccc(F)cc1	4.4%	8%	76%	7%	3%
Cc1sc2c(c1C)CN(C1CC(C)(C)NC(C)(C)C1)CN2C(=O)c1ccco1	x	-4%	51%	7%	x
COc1cc(C(=S)NC2CCCCC2)ccc1O	0.2%	-6%	12%	0%	-6%
CC(=O)c1cc2c(cc1NC(=O)CCC1CCCC1)OCO2	x	-5%	12%	-3%	x
O=C1c2[nH]nc(-c3ccccc3O)c2C(c2cccc(O)c2)N1Cc1ccco1 (stereo not given)	9.3%	-8%	8%	-4%	-8%
CC(C)c1ccc(Nc2nc(Cl)nc(NCCO)n2)cc1	2.7%	7%	34%	3%	-8%
Cc1nn(-c2cccc(C(F)(F)F)c2)c(=O)c2noc(C)c12	2.1%	4%	6%	-6%	-1%
O=C(Cn1cnc2cc([N+](=O)[O-])ccc2c1=O)N(Cc1ccccc1)C1CCS(=O)(=O)C1 (stereo not given)	i	-1%	-6%	-25%	8%
CC1(C)Cc2c(C#N)c(N3CCOCC3)nc(Cc3ccccc3)c2CO1	7.4%	2%	16%	1%	4%
COc1cccc(NC(=O)c2ccccc2-c2nc(-c3cccc(C)c3)no2)c1	5.1%	1%	50%	12%	0%
CN(CC1CCCO1)S(=O)(=O)c1ccc(C(=O)NCc2ccccc2)cc1 (stereo not given)	0.3%	4%	18%	-6%	3%
COc1cccc(NC(=O)N2CCc3ccccc3C2)c1	4.9%	16%	10%	-7%	-8%
O=C(O)Cc1ccc2sc(-c3ccccc3)nc2c1	0.8%	-1%	-4%	-3%	-11%
Cc1ccc(OCC(=O)Nc2nc(C)c(Cl)cc2Cl)c([N+](=O)[O-])n1	6.2%	-1%	-13%	x	-2%
Cc1cc2cc(CN(Cc3cccs3)C(=S)NCc3ccco3)c(=O)[nH]c2cc1C	7.1%	15%	19%	-8%	-2%
Clc1ccc(-n2ncc3c(NCC4CCCO4)ncnc32)cc1 (stereo not given)	7.1%	11%	x	-7%	5%
Fc1cc(Br)ccc1NC(=S)Nc1cccnc1	1.4%	7%	55%	11%	7%
CC(=O)N/C(=C\c1ccccc1Cl)C(=O)O	0.4%	1%	-4%	11%	-2%
Cn1c(=O)c2c(SCC(=O)Nc3ccc4c(c3)OCCO4)nc(CC(C)(C)C)nc2n(C)c1=O	2.4%	-8%	-12%	10%	5%
Cc1ccc(CCNC(=O)CN(C)S(=O)(=O)c2cnc[nH]2)cc1	i	7%	-4%	0%	0%
CC1(C)CC(=O)C=C(NCCCNC2CCCCC2)C1	0.5%	5%	-3%	1%	-7%
N#Cc1c(-c2ccncc2)c2c([nH]c1=S)CCCC2	0.6%	1%	-15%	-12%	-4%
Cc1cc(C)c(S(=O)(=O)N2CCCOC2CNC(=O)C(=O)NCc2ccncc2)c(C)c1 (stereo not given)	0.8%	0%	9%	-4%	-3%
CN(C)c1cc(N)c2ccccc2n1 (tested in a mixture with another compound)	9.0%	-2%	-8%	-14%	1%
NC(=O)CCC(=O)N1CCCC(C(=O)c2ccc(C(F)(F)F)cc2)C1 (stereo not given)	i	-2%	-11%	-3%	1%
Cc1cccc(Nc2c(-c3ccc(N4CCOCC4)cc3)nc3ncccn23)c1	9.2%	-6%	x	5%	4%
CS(=O)(=O)c1ccc(N2CCN(S(=O)(=O)c3cccs3)CC2)c([N+](=O)[O-])c1	4.7%	2%	22%	x	-6%
O=C(Nc1cc(N2CCCCC2)ncn1)c1ccc(F)cc1	0.4%	6%	4%	-2%	-3%
CCOC(=O)c1c(NC(=O)Cn2nnc(-c3ccccc3Cl)n2)sc(C)c1C	0.1%	8%	-2%	-10%	-2%
CCOc1ccc(NC(=O)CN2CCN(CC(=O)Nc3ccc(OC)cc3)CC2)cc1	i	60%	30%	-2%	-6%
CC(C)(C)OC(=O)CNC(=O)c1[nH]cnc1C(=O)N[C@@H](CCCCN)C(=O)OC(C)(C)C	x	0%	11%	x	x
Cc1ccc(NC(=O)c2ncc(Cl)c(Cl)c2Cl)cc1C	2.8%	3%	8%	0%	-18%
CC/C(=N/NC(=O)c1ccc(Br)o1)c1ccc(Cl)cc1	1.2%	0%	10%	-4%	-4%
CCc1ccc(CNc2ccc3c(c2)ncn3C(C)(C)C)cc1	i	u	u	11%	17%
Cn1c(=O)oc2cc(S(=O)(=O)NCc3ccc(Cl)cc3)ccc21	3.5%	6%	9%	-22%	-5%
CC(C)CN(C(=O)C1CC1)C1CCS(=O)(=O)C1 (stereo not given)	2.0%	4%	-19%	9%	-12%
Cc1cc(C)cc(NC(=O)CSc2nnnn2-c2cccnc2)c1	1.8%	-3%	-1%	12%	4%
CCOC(=O)CNC(=O)c1cc(OC)cc(OC)c1	i	-3%	-14%	6%	8%	VEEV TC-83 Vero 10K pilot screen=0.5
COc1cc(C2C(C(=O)c3ccc(C)o3)=C(O)C(=O)N2c2cc(C)on2)ccc1OCc1ccccc1 (stereo not given)	i	12%	56%	-1%	7%

Fetched by structure from the list above:
SMILES	VEEV TC-83 Vero	M. tuberculosis HTS	M. tuberculosis	Salmonella PhoP GFP	H1N1 NS1A inhibition	others
Cc1ccc(NC(=O)c2ncc(Cl)c(Cl)c2Cl)cc1C	2.8%	3%	8%	0%	-18%
COc1cc(C2C(C(=O)c3ccc(C)o3)=C(O)C(=O)N2c2cc(C)on2)ccc1OCc1ccccc1 (stereo not given)	i	12%	56%	-1%	7%
CCc1ccc(CNc2ccc3c(c2)ncn3C(C)(C)C)cc1	i	u	u	11%	17%
CCOc1ccc(NC(=O)CN2CCN(CC(=O)Nc3ccc(OC)cc3)CC2)cc1	i	60%	30%	-2%	-6%
CC/C(=N/NC(=O)c1ccc(Br)o1)c1ccc(Cl)cc1	1.2%	0%	10%	-4%	-4%
CCOC(=O)CNC(=O)c1cc(OC)cc(OC)c1	i	-3%	-14%	6%	8%	VEEV TC-83 Vero 10K pilot screen=0.5

Remaining list, next part.
SMILES	VEEV TC-83 Vero	M. tuberculosis HTS	M. tuberculosis	Salmonella PhoP GFP	H1N1 NS1A inhibition	others
O=C(NCCc1ccccc1)c1cccnc1	1.9%	-8%	-8%	-8%	5%
O=C(CSc1nc(O)cc(=O)n1-c1ccccc1)c1ccc(Br)cc1	1.9%	3%	8%	4%	-4%
COC(=O)c1ccc(C)c(NC(=O)Cc2ccc([N+](=O)[O-])cc2)c1	x	3%	x	12%	x
O=C(c1ccc(-c2ccccc2)cc1)N1CCC(C(=O)N2CCCC2)CC1	0.7%	2%	13%	0%	-18%
COc1cc(N2C(=O)CSC23C(=O)Nc2ccccc23)cc(OC)c1OC (stereo not given)	0.2%	1%	-3%	9%	6%
COc1ccc(C)cc1S(=O)(=O)N(C)CC(=O)Nc1ccc2c(c1)OCCO2	0.5%	6%	15%	-10%	7%
CSc1ccc(/C=C/C(=O)c2ccc(NC(=O)Cc3ccccc3)cc2)cc1	2.7%	u	u	3%	4%
O=C(COC(=O)COc1ccccc1)NC12CC3CC(CC(C3)C1)C2	1.0%	10%	14%	x	-1%
O=C(NCc1ccc(Cl)cc1Cl)C(=O)N1CCCCC1	1.7%	1%	-9%	1%	11%
O=C(Nc1ccc(C(=O)N2CCOCC2)cc1)c1ccccc1	0.5%	x	x	x	-6%
CC(=O)n1cc([C@@H]2C=C(C(=O)O)O[C@H](OCc3ccc(CO)cc3)C2)c2ccccc21	i	-6%	16%	-3%	-2%
C=CCOC(=O)c1ccc(-n2cnc(C)n2)nc1	0.8%	-2%	82%	-3%	-5%
CCOC(=O)c1cnn2c(C(F)(F)F)cc(-c3cn(C)nc3C)nc12	4.0%	-7%	-2%	-6%	-2%	VEEV TC-83 Vero 10K pilot screen=5.9
COc1ccc(C(=O)Nc2cccc(S(=O)(=O)N(C)C)c2)cc1S(=O)(=O)N1CCOCC1	3.4%	-4%	5%	x	2%
Cc1ccc2[nH]c3c(=O)n(CCN4CCOCC4)cnc3c2c1	8.3%	-2%	0%	-5%	-9%
O=C(NNS(=O)(=O)c1ccc(Br)cc1)c1ccccc1-n1cccc1	1.5%	1%	4%	-5%	-4%
CCCCC(CC)C(=O)NCc1ccc(F)cc1 (stereo not given)	i	-1%	75%	-8%	-1%
CC(=O)N(/C=C1\SC(=S)N(c2ccccc2)C1=O)c1ccccc1	1.4%	-4%	10%	4%	-12%
CN(c1ccccc1)S(=O)(=O)c1ccc(C(=O)Nc2ccncc2)cc1	3.9%	19%	14%	4%	-2%
COc1cc(C(=O)NNC(=O)COc2ccccc2Cl)ccc1OCC(=O)N1CCOCC1	1.6%	1%	-19%	x	-6%
COc1cc2c(c(OC)c1O)C(=O)CO2	i	3%	-12%	6%	-19%
O=C(CSc1nnc(CNc2ccccc2)o1)N1CCCc2ccccc21	2.5%	0%	33%	-1%	9%
CCOC(=O)c1ccccc1NC(=S)N1CCC(N2CCCCC2)CC1	i	0%	3%	-22%	7%
N#CCCN(C(=O)COC(=O)c1cccc(S(=O)(=O)N2CCCCCC2)c1)c1ccc(F)cc1	2.4%	x	x	x	-7%
COc1cc2c(cc1OC)CN(S(=O)(=O)c1ccc(Cl)nc1)CC2	i	x	x	x	-2%
CCOC(=O)C1CCCN(C(=O)C2CCCN(S(=O)(=O)c3ccc4c(c3)oc(=O)n4C)C2)C1 (stereo not given)	0.8%	-6%	-5%	-13%	4%
Clc1ccc(-c2noc(COc3ccccc3)n2)cc1	2.9%	-5%	21%	5%	-1%	VEEV TC-83 Vero 10K pilot screen=1.9
CCC(C)[C@H](NC(=O)Nc1ccc(Oc2ccccc2)cc1)C(=O)O (stereo not given in full)	1.5%	-6%	7%	0%	-17%
CC1Cc2ccccc2N1C(=O)CN1C(=O)NC(C)(CCc2ccccc2)C1=O (stereo not given)	5.1%	-7%	27%	2%	17%
Cc1ccc(N2CC(C(=O)Nc3nnc(SCc4ccccn4)s3)CC2=O)cc1 (stereo not given)	2.0%	0%	29%	-14%	-5%
COc1ccc(CCNC(=O)C2C3CCC(C3)C2C(=O)O)cc1OC (stereo not given)	0.5%	-7%	-3%	2%	-7%
CCC(=O)c1ccc(OC)c(OC)c1O	1.3%	1%	-17%	3%	-3%
COc1ccc(CCNC(=O)C(=O)NCC2OCCN2S(=O)(=O)c2ccc(F)cc2)cc1 (stereo not given)	2.7%	-8%	8%	-4%	-9%
O=C(NNC(=O)C12CC3CC(CC(C3)C1)C2)c1ccccc1F	i	-1%	-1%	11%	-2%
CN(C)C1=NC[C@H](Cc2ccccc2)N1CC1CCC(C(C)(C)C)CC1 (stereo not given in full)	i	17%	78%	1%	-9%	VEEV TC-83 Vero 10K pilot screen=0.0
CCOCCn1c(=O)c2c(nc3n2CC(C)CN3Cc2ccccc2)n(C)c1=O (stereo not given)	i	-3%	36%	-4%	-7%
